From PubChem
RBX1-CUL1 inh: blocks human RBX1-Cullin-1 di-ubiquitin formation. AID 1347404. inhibition, % at 10 µM. in vitro K48 di-Ub FRET, acceptor:donor ratio, 45 min. 0.6% of 140,000 active; in the data active = inhibition above about 25%
Target sequence (P62877 whole entry, looked up): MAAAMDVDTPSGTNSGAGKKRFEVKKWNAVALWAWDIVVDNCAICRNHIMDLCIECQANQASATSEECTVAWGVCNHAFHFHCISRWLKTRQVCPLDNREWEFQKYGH
Target sequence (Q13616 whole entry, looked up): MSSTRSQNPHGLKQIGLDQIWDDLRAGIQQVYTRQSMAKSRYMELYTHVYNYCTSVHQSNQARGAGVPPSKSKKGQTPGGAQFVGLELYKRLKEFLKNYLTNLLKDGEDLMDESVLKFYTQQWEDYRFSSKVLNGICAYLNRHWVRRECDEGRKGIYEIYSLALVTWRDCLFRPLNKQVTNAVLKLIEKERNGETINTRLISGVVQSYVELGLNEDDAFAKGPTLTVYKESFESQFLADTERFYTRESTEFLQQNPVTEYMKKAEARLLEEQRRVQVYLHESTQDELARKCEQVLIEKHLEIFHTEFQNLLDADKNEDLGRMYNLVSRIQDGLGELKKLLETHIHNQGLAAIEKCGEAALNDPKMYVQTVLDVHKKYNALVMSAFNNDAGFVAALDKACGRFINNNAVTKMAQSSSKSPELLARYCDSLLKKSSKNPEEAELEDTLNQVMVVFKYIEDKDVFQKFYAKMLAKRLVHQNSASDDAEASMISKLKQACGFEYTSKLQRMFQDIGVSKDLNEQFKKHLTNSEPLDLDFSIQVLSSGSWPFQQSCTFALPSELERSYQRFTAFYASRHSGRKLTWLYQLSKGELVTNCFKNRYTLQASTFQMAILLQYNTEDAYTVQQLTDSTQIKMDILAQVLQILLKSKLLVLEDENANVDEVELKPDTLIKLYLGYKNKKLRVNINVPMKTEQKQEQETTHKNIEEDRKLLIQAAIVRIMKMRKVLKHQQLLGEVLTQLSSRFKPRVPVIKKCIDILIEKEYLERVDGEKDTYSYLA
* = called active by the depositor; & = joins results of further samples. A portion of the library. The share of hits here may be higher or lower than overall.

RBX1-CUL1 inh	compound
7.6	CCCCCCCn1c(N(C)C)nc2c1c(=O)[nH]c(=O)n2C
-4.9	O=C(Cc1ccc(Br)cc1)NC1CCN(Cc2ccccc2)CC1
1.5	COc1cc(O)c(CCC(=O)c2cc(OC)c(OC)c(OC)c2)c(OC)c1
0.1	COC(=O)c1cn(CC(=O)NCC2CCCO2)c2ccccc12 (stereo unspecified)
4.0	Cc1ccc(-n2ccnc(NCCc3ccc(S(N)(=O)=O)cc3)c2=O)cc1C
7.4	Cc1nc2cc(NC(=O)N3CCSCC3)ccc2n1C
2.6	CCOC(=O)CN1CCN(Cc2ccc(C)cc2)CC1
1.8	O=C(CCCN1C(=O)c2cccnc2Oc2ccc(Cl)cc21)NCc1ccc(F)cc1
-0.2	O=C(NC1CCCCC1NC(=O)C1CC1)C1CC1 (stereo unspecified)
5.3&5.6	COc1cccc(-c2ccc3c(N)c(C(=O)Nc4cc(C(F)(F)F)ccc4OC)sc3n2)c1
7.6	COc1cc(CN2CCc3c(C(=O)N4CCc5ccccc5C4)c(OC)cc(=O)n3CC2)ccc1F
6.2	COC(=O)C1=C(SC)N(c2ccc(OC)cc2)C(c2ccccc2)CC1=O (stereo unspecified)
4.0	O=C(NCCOc1cccc2cccnc12)c1cccs1
-0.1	COc1oc(-c2ccccc2)nc1C(F)(F)F
-5.3	Cc1ccc2c(c1)nnn2S(=O)(=O)c1ccc([N+](=O)[O-])cc1
9.0	COc1cc(NC(=O)NC2(C(F)(F)F)Oc3ccccc3O2)ncn1
5.3	CCCCOC(=O)c1ccc(OC(=O)c2ccccc2Cl)cc1
-1.5	COc1c(Br)cc(/C=N/n2c(-c3ccc(C)cc3)n[nH]c2=S)c(O)c1Br
-7.0	CC1=C(C#N)C(=O)N(c2ccccc2C)C(=O)C1
4.1	Cc1ccc2nc(-c3ccc(NC(=O)c4cc(I)ccc4Cl)cc3)sc2c1
1.6	O=C1CC(c2cccs2)Sc2ccccc2N1 (stereo unspecified)
8.6	N#C/C(=C\c1cn[nH]c1-c1ccccc1)c1nn(-c2ccccc2)c(N)c1C#N
8.2	O=C(NC1CCCCCC1)c1nc(-c2ccccc2)no1
18.7	CCN(CC)c1ccc(/C=N\NC(=O)CSc2nnc(-c3ccc(OC)cc3)n2-c2ccccc2)c(O)c1
10.1	Clc1cccc(/C=N/Nc2cc(N3CCOCC3)nc(N3CCOCC3)n2)c1
3.3	COC(=O)c1ccc(NC(=O)C2CCN(c3ncnc4c3nc3n4CCCCC3)CC2)cc1
-14.3	CCOC(=O)NN=C1CCN(Cc2ccccc2)CC1
-5.6	Cc1ccc2onc(CC(=O)Nc3cc(F)ccc3F)c2c1
0.4	CN=C1C(n2cc(C(=O)OC)c(C(=O)OC)c2C(=O)OC)C(=O)N(C)C(=O)N1C (stereo unspecified)
-3.5	CCOc1ccccc1N1CC(c2nc3ccccc3n2CCCOc2ccc(OC)cc2)CC1=O (stereo unspecified)

Copied from the list.
Result of COc1cc(NC(=O)NC2(C(F)(F)F)Oc3ccccc3O2)ncn1 under RBX1-CUL1 inh: 9.0
Result of Cc1ccc(-n2ccnc(NCCc3ccc(S(N)(=O)=O)cc3)c2=O)cc1C under RBX1-CUL1 inh: 4.0
Result of COC(=O)C1=C(SC)N(c2ccc(OC)cc2)C(c2ccccc2)CC1=O (stereo unspecified) under RBX1-CUL1 inh: 6.2
Result of COc1oc(-c2ccccc2)nc1C(F)(F)F under RBX1-CUL1 inh: -0.1
Result of Cc1nc2cc(NC(=O)N3CCSCC3)ccc2n1C under RBX1-CUL1 inh: 7.4
Result of CCOC(=O)NN=C1CCN(Cc2ccccc2)CC1 under RBX1-CUL1 inh: -14.3

Further structures.
RBX1-CUL1 inh	compound
-2.2	CC(CN(C)Cc1ccccc1)OC(=O)c1ccccc1F (stereo unspecified)
-6.1	CCOC(=O)C1(CCCc2ccccc2)CCCN(C(=O)CN2CCOC2=O)C1 (stereo unspecified)
0.5	O=S(=O)(Cc1cccc(Cl)c1)c1nc2ccccc2s1
-2.0	O=C1CC(c2nnc(Cc3ccccc3Cl)o2)CN1c1ccccc1 (stereo unspecified)
3.7	CCC(=O)NC(=S)NNC(=O)COc1ccc([N+](=O)[O-])cc1
-4.0	COc1ccc(S(=O)(=O)NCCSc2nnnn2-c2ccccc2)cc1
-11.3	O=C(CCSc1nnc(-c2ccccc2)o1)N1CCOCC1
-2.2	COc1ccc(-c2cc(-c3ccccc3)nc3sc(C(=O)Nc4cc(Cl)ccc4C)c(N)c23)cc1
4.0	O=c1c(Sc2ccccc2)c(Sc2ccccc2)cnn1-c1ccccc1
2.1	CCOC(=O)c1c(N)n(-c2cccc(C)c2C)c2nc3ccccc3nc12
-0.7	O=C1/C(=C\c2ccc(O)cc2)SC(=S)N1c1cccnc1
-8.8	Cc1ccc(C)c(NC(=O)C2(C)CC3c4ccccc4C2c2ccccc23)c1 (stereo unspecified)
0.3	c1cnc(N2CCN(c3nc4nonc4nc3N3CCCC3)CC2)cn1
-10.2	CC(=O)N1N=C(c2ccc(C(F)(F)F)cc2)OC1c1ccccc1Cl (stereo unspecified)
-1.7	Cc1ccc(CNC(=O)C2CCN(C(=O)c3ccc(-n4ccc5ccccc54)s3)CC2)cc1
-12.4	Cc1cccc(CC(=O)N2CC(=O)Nc3ccc(F)cc3C2c2ccccc2)c1 (stereo unspecified)
-2.0	Oc1ccc(-c2csc(Cl)c2)cc1
3.0	CCOC(=O)N1CCN(CC(O)COCCOc2ccc(Br)cc2)CC1 (stereo unspecified)
-1.3	COc1ccc(-c2ccc3c(N)c(C(=O)NCCc4ccc(OC)c(OC)c4)sc3n2)cc1
-2.2	O=C(CC1(c2ccc(-c3ccccc3)cc2)CC(=O)N(C2CC2)C1=O)N(CCO)Cc1ccccc1 (stereo unspecified)
-3.9	O=C(NCc1ccccc1)c1nn(-c2ccccc2)nc1CO
11.4	Cn1c(=O)n(C)c2cc(S(=O)(=O)N3CCOc4ccccc43)c(Cl)cc21
8.1	COc1ccc(Br)cc1CNC(=O)Cn1c(=O)c2cccn2c2ccc(F)cc21
-7.2	COC(=O)c1ccccc1OC1C=C(C)C(=O)O1 (stereo unspecified)
12.5	O=S(=O)(Cc1ccccc1F)NCC1CCCO1 (stereo unspecified)
-0.6	COc1ccc(CNC(=O)Cn2nc3c(cc2=O)CCCC3)cc1
7.5	Cc1ccc(C)c(Cn2c(SCC(=O)NCc3ccccc3)nc3ccccc32)c1
0.6	Cc1ccc(S(=O)(=O)N(CC(=O)Nc2ccc(S(=O)(=O)N3CCCCC3)cc2)c2cccc(C)c2C)cc1
-7.4	C=CC[C@@H]1Cc2c(N)cccc2[C@@H](CC=C)N1
-4.7	COc1ccc(-c2cc(C3CCNCC3)[nH]n2)cc1

Overlap with the part before: 3 entries, followed by the next part.
RBX1-CUL1 inh	compound
0.6	Cc1ccc(S(=O)(=O)N(CC(=O)Nc2ccc(S(=O)(=O)N3CCCCC3)cc2)c2cccc(C)c2C)cc1
-7.4	C=CC[C@@H]1Cc2c(N)cccc2[C@@H](CC=C)N1
-4.7	COc1ccc(-c2cc(C3CCNCC3)[nH]n2)cc1
4.1	COc1cccc(CS(=O)(=O)C2C(O)CC[C@]3(C)[C@H](OC(C)=O)CC[C@@]23C)c1 (stereo partly specified)
-10.3	Nc1nc(-c2ccccc2)cc(=O)[nH]1
3.1	CS(=O)(=O)N1N=C(c2ccco2)CC1c1cccs1 (stereo unspecified)
6.8	O=c1c(-c2ccccc2)cscc1-c1ccccc1
-5.5	Cc1c(Cl)cccc1NC(=O)C(C)C
-3.3	Cc1cccc(/C=C/C(=O)C2C=CC=CC(=O)C2=O)c1 (stereo unspecified)
6.7	CCc1ccc(C(=O)c2cn(CC(=O)Nc3cc(C)ccc3C)c3nc(C)ccc3c2=O)cc1
-13.7	CSC(=NS(=O)(=O)c1ccc(C)cc1)C(C(C)=O)C(C)=O
-0.4	Cn1nc(-c2ccccc2F)c2cc(C(=O)N3CCN(c4ccccc4F)CC3)sc21
1.8	COC(=O)c1c(-c2cccc(C)c2)csc1NC(=O)c1cc([N+](=O)[O-])cc([N+](=O)[O-])c1
9.4	O=C(NC1(C(F)(F)F)C(=O)N=C2C1C(=O)NC(=O)N2c1ccccc1)c1ccccc1Cl (stereo unspecified)
3.8	CCOc1cc(C)c(C(C)C)cc1S(=O)(=O)N(CC)CC
2.5	N#CCOc1ccccc1-c1c(Cl)nc(Cl)c(=O)n1-c1ccccc1
4.8	Cc1cccc(-c2nc(S(=O)(=O)c3ccc(Cl)cc3)c(N3CCCCCC3)o2)c1
-0.3	CC(C)Oc1ccc([C@@H]2[C@@H](C(=O)C34CC5CC(CC(C5)C3)C4)N3c4ccccc4C=C[C@@H]3C2(C#N)C#N)cc1
-2.3	CC(=O)N1c2ccc(S(=O)(=O)N3CCCCCC3)cc2CC1C(=O)NCc1ccccc1F (stereo unspecified)
-2.0	COc1cccc2nc3ccccc3cc12
2.5	Cc1ncc(CN2CCCC2C(=O)Nc2ccc(-c3cccc(F)c3)cc2)[nH]1 (stereo unspecified)
2.0	Cc1onc(-c2ccccc2Cl)c1C(=O)NCCN(C)C
-7.9	COc1ccc(OC)c(NC(=O)N2CCC(N3CCN(Cc4ccc(F)cc4)C(=O)C3=O)CC2)c1
-0.8	CCOCc1nnc(NC(=O)Cc2ccc(Cl)cc2)s1
-6.4	Cc1cn2c(=O)cc(COC(=O)c3ccc(NC(=O)COc4ccccc4C)cc3)nc2s1
7.5	O=C(Cn1cncn1)N1CCc2[nH]nc(C(c3ccccc3)c3ccccc3)c2C1
0.6	O=C(Nc1nc2n(n1)C(c1ccccc1)CC(c1ccccc1)=N2)c1ccccc1 (stereo unspecified)
5.7	CSc1nnc2c(n1)OC(c1ccccc1C)N(C(C)=O)c1ccccc1-2 (stereo unspecified)
-6.0	CCc1cccc(C)c1NC(=O)CSc1nc2c(c(=O)[nH]1)CCC2
-3.9	CN(C)CCOc1cccc(CN(Cc2ccccn2)C(=O)Cc2ccc(F)cc2)c1
-0.5	COC(=O)c1ccc(OCC(=O)NNC(=O)c2ccccc2Cl)cc1
4.9	Cn1cc(C(=O)NCCc2ccccc2)c(=O)c2cc(S(=O)(=O)N3CCCCC3)ccc21
-1.7	O=C(CCn1ccc2cc(S(=O)(=O)N3CCCC3)ccc21)NCc1cccc(F)c1
7.9	Cc1cc(OCC(O)CN2CCc3ccccc3C2)ccc1C(C)C (stereo unspecified)
0.5	CCOC(=O)c1c(C)nc2sc3c(=O)[nH]nnc3c2c1-c1ccc(Cl)cc1
-0.4	CCOC(=O)c1c(-c2ccc(C)cc2)csc1NC(=O)c1cc(-c2ccc(OC)cc2)on1
10.4	COc1ccc(OC)c(NC(=O)c2cc(C3CC3)nc3c2c(C)nn3-c2ccc(C)cc2)c1
-7.8	Cc1ccc(-n2c(=O)c3c(c4cc(C)ccc4n3C)n(CC(=O)Nc3cc(C)cc(C)c3)c2=O)cc1
9.0	COCC(=O)NCCc1nc(-c2ccccc2)cs1
-3.3	Cc1cc(C)n(/N=C/c2cc([N+](=O)[O-])ccc2Cl)c(=O)c1C#N
-1.6	O=C(CSc1nnc(Cc2ccccc2)o1)N(c1ccccc1)c1ccccc1
-7.9	Cc1ccc(NC(=O)[C@@H](c2ccccc2)N2Cc3ccccc3C2=O)cc1F
7.8	O=C(CN1CCN(c2ccccc2)CC1)Nc1ccc(Br)cc1F
-12.1	CCCCCC(=O)NC(N1CCOCC1)C(Cl)(Cl)Cl (stereo unspecified)
-6.0	CCCCc1ccc(OCC(=O)N/N=C/C=C/c2ccccc2)cc1
-6.0	COc1ccc(/C=C2\N=C(c3ccc(Cl)c([N+](=O)[O-])c3)OC2=O)c(OC)c1OC
-1.6	O=C(/C=C/c1ccccc1)Nc1cc(-c2nc3ccccc3o2)ccc1Cl
2.7	O=C(NCc1cccnc1)c1ccc(N2CCC(NCc3cnn(-c4ccccc4)n3)CC2)cc1
9.7	CCN(CC)CCCNC(=O)Cn1nc(N2CCN(c3ccccc3OC)CC2)ccc1=O
4.7	COc1ccc(N=C2c3ccccc3C(=O)C2c2ccccc2)cc1Cl (stereo unspecified)
-11.2	Cc1ccc(Cl)cc1NC(=O)c1ccc2snnc2c1
-1.9	CCN(Cc1ccccc1)C(=O)c1ccc(OC)c(OC2CCN(C(C)C)CC2)c1
0.0	Cc1cccc(C)c1Oc1ncccc1CNS(=O)(=O)c1cccnc1
-2.2	CC(C)(C)C(=O)CC(=O)Nc1ccc(F)cc1F
5.2	CCOc1ccc(CNC(=O)c2sc3nc(C)cc(C)c3c2-n2cccc2)cc1
8.4	Cn1c(SCc2cccc(Br)c2)nnc1-c1ccc(NC(=O)c2ccc(F)cc2)cc1
-1.7	CCOc1n[nH]c(-c2ccc(Br)cc2)n1
-12.1	CC(C)c1ccc(NC(=O)N2CCN(c3ccc(Cl)c(Cl)c3)CC2)cc1
1.1	Cc1cccc2c1N=C(CSc1ccccc1NC(=O)c1cccc(Br)c1)CC2=O
1.9	COc1ccccc1N1CCN(c2nc(CNC(=O)c3ccc(F)c(F)c3)nc3ccccc23)CC1
3.2	OCc1cn(C2CCN(Cc3ccc(Cn4cccn4)cc3)CC2)nn1
1.9	CN1CCCC1CCOC(COc1ccccc1)c1ccccc1 (stereo unspecified)
-9.7	O=C(Cn1cnc([N+](=O)[O-])c1)Nc1ccc(F)c(Cl)c1

Laid out differently: 5 of the compounds above.
| SMILES | RBX1-CUL1 inh |
| --- | --- |
| CCOC(=O)c1c(N)n(-c2cccc(C)c2C)c2nc3ccccc3nc12 | 2.1 |
| O=C1/C(=C\c2ccc(O)cc2)SC(=S)N1c1cccnc1 | -0.7 |
| Cc1ccc(C)c(NC(=O)C2(C)CC3c4ccccc4C2c2ccccc23)c1 (stereo unspecified) | -8.8 |
| c1cnc(N2CCN(c3nc4nonc4nc3N3CCCC3)CC2)cn1 | 0.3 |
| CC(=O)N1N=C(c2ccc(C(F)(F)F)cc2)OC1c1ccccc1Cl (stereo unspecified) | -10.2 |

(next part)
RBX1-CUL1 inh	compound
-1.9	COc1ccc(CNC(=O)Cc2c(C)c3c(cc(C)c4c(C)c(C)oc43)oc2=O)cc1OC
1.3	COC(=O)CN1C(=O)CSc2ccc(S(=O)(=O)Nc3cccc(Br)c3)cc21
1.5	O=C(Oc1ccc(N2C(=O)CCC2=O)cc1)c1ccc([N+](=O)[O-])cc1
-4.3	COc1ccc(S(=O)(=O)c2nnn(-c3ccc(C)c(Cl)c3)c2C)cc1
2.8	Cc1ccc(CCNC(=O)c2sc3nc4n(c(=O)c3c2C)CCCC4)cc1
-4.2	CCOC(=O)c1c(NC(=O)c2ccc(Br)cc2)sc2c1CCCC2
8.7	COc1ccc(NC(=O)Cn2c(=O)c3cccn3c3ccccc32)cc1Cl
